Source: PubChem
p97 inhibitor: inhibitors of human p97 ATPase, primary screen, biochemical; inhibition, % at 8 µM; recombinant p97 ATPase, Kinase-Glo ATP luminescence, 3 h; actives 0.42% (n = 220,000); Transitional endoplasmic reticulum ATPase (Homo sapiens), P55072; in the data active means inhibition above about 15%;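 further: 0% = DMSO vehicle and 100% = wells lacking enzyme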
Furin inh: human furin inhibitors, primary screen, biochemical, fluorescence intensity; actives 0.061% (n = 220,000); purified furin, fluorogenic substrate cleavage; inhibition, % at 30 µM; P09958; AID 463115, 2010; in the data active means inhibition above about 25%; further: inactives centre near -15
Target sequence (P09958 108-714 limits assumed): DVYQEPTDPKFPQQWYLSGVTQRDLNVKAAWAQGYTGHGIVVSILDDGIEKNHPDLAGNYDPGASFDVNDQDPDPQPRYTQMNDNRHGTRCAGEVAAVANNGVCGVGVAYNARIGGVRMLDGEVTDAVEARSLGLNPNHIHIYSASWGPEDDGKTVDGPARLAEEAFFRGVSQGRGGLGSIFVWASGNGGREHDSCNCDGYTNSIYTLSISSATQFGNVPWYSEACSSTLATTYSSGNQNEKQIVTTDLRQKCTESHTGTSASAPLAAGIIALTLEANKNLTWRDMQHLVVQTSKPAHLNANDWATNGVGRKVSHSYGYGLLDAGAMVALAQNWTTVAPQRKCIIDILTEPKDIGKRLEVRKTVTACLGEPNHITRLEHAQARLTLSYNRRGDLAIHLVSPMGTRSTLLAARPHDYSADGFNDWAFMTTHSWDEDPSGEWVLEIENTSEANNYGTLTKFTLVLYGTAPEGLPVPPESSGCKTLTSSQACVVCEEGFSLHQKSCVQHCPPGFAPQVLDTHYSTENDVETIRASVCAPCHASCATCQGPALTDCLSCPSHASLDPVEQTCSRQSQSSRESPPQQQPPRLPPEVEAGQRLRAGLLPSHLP
RBBP9 inhibitor: human RBBP9 inhibitors, primary screen, biochemical, fluorescence polarization, FP-Rh probe, HTS; Serine hydrolase RBBP9 (Homo sapiens), O75884; recombinant RBBP9; inhibition, % at 7.94 µM; actives 0.2% (n = 220,000);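 active means inhibition above the campaign mean of all tested compounds plus 3 SD, cut at about 14% in these data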;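 further: plate controls were DMSO wells with RBBP9 for no effect and wells lacking RBBP9 protein for full effect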
Target sequence (O75884 whole entry, looked up): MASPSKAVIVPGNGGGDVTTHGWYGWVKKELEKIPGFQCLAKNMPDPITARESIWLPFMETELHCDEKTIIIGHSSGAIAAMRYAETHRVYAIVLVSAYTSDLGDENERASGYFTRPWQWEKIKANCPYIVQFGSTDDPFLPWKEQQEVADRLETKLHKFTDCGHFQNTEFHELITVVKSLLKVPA
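Controls: DMSO-treated enzyme wells and wells lacking RBBP9 | Material: RBBP9 protein | Technique: Fluorescence polarization | Replication: Single well per compound, no replicates | Buffer or medium: Tris-NaCl-Pluronic buffer, pH 8.0 | Timing: 30 min compound preincubation, 45 min probe labeling, 25 °C | Read-out basis: Percent inhibition from mP, scaled between DMSO and no-protein wells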
EBV gp42 inh: Epstein-Barr virus gp42 inhibitors, primary screen, biochemical, uHTS, fluorescence polarization; actives 0.42% (n = 220,000); Glycoprotein 42 (Epstein-Barr virus (strain AG876)), Q1HVG2; Fluorescence polarization binding assay, mP read-out; inhibition, % (tested at 21.74 µM); in the data active means inhibition above about 50%
Target sequence (Q1HVG2 whole entry, looked up): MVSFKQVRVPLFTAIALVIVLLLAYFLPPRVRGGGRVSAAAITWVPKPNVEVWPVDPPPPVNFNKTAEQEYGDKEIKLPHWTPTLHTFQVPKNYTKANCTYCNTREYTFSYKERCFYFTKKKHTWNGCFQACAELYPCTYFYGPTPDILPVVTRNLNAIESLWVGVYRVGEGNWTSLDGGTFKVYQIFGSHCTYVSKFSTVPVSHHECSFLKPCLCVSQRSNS
Tb hexokinase: Trypanosoma brucei hexokinase 1 inhibitors, primary screen, biochemical, G6PDH-coupled NADH absorbance, MLSCN library; hexokinase 1 [Trypanosoma brucei]; recombinant TbHK1, G6PDH-coupled NADH A340; inhibition, % at 10 µM; actives 0.11% (n = 220,000); AID 1430, 2008;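 active means inhibition of 50% or more in the single-dose primary screen; inactive means inhibition below 50%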
m-calpain inh: inhibitors of pig calpain II, primary screen, biochemical, fluorogenic peptide substrate, 1536-well; purified calpain II, 30 min; inhibition, % at 16 µM; actives 0.37% (n = 220,000); AID 1236, 2008;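 active means inhibition above about 50%, limit read from the data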
Runt-CBFb FRET: inhibitors of RUNX1 Runt–CBFb binding, primary screen, biochemical, FRET, Cerulean-Runt, Venus-CBFb, uHTS; Cerulean-Runt/Venus-CBFb FRET ratio 530/480, 1 h; actives 0.46% (n = 220,000); inhibition, % at 20 µM;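 active means inhibition over about 50% at 20 µM in the single-dose screen, limit read from the data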;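 further: 0% = DMSO wells and 100% = excess unlabeled CBFb competitor control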
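Schedule: protein complex preformed 1 h, compound exposure 1 h, room temperature, dark; test system: Cerulean-labeled Runt domain protein; amount: 100 nM per protein; buffer or medium: Tris 50 mM pH 7.5, KCl, K2SO4, 0.01% BSA; read-out: loss of energy transfer signal; detection: FRET fluorescence; controls: 5 µM unlabeled CBFb as full-inhibition high control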
Runt-SMMHC FRET: inhibitors of RUNX1 Runt–CBFb-SMMHC binding, primary screen, biochemical, FRET, Cerulean-Runt, Venus-CBFb-SMMHC, uHTS; inhibition, % at 20 µM; Runt-related transcription factor 1 (Homo sapiens) + Core-binding factor subunit beta …; actives 0.74% (n = 220,000); Cerulean-Runt/Venus-CBFb-SMMHC FRET ratio 530/480, 1 h; AID 1434, 2008;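 active means mean inhibition across duplicate retests at 20 µM reaching about 50%, limit read from the data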;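 further: 0% = DMSO wells and 100% = wells with excess untagged CBFb-SMMHC; inhibitors lower the FRET ratio by blocking Runt binding to CBFb-SMMHC; some results filed as inactive read as strong as hits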
NCF1 inh: p47phox/p22phox peptide binding inhibitors, primary screen, biochemical, uHTS, NADPH oxidase regulatory subunit; Neutrophil cytosol factor 1 (Homo sapiens), P14598; fluorescence polarization, 2 h; inhibition, % at 24.7 µM; actives 0.53% (n = 220,000);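 active means inhibition above about 30%, limit read from the data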;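 further: 0% = p47phox with labelled peptide and 100% = labelled peptide alone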
An asterisk follows results filed as active; i = inactive; x = no result given; & = joins results of further samples; [ ] = another dose, or the depositor's remark. Compounds were not picked by outcome. Share with any hit: about 2.7%.

SMILES | p97 inhibitor | Furin inh | RBBP9 inhibitor | EBV gp42 inh | Tb hexokinase | m-calpain inh | Runt-CBFb FRET | Runt-SMMHC FRET | NCF1 inh
Cc1ccc(OCCNC(=O)c2cc(=O)[nH]c3ccccc23)cc1 | 8 | -31 | -3 | -23 | -3 | -56 | 1 | -5 | -22
COc1ccc(-c2[nH]ncc2CN2CCN(Cc3cccs3)CC2)cc1F | 4 | -31 | -1 | -9 | 1 | -42 | 3 | 2 | 8
CCc1c(C)nc2ncnn2c1NCCc1ccc(OC)c(OC)c1 | 0 | -22[20 µM] | -8 | -21 | 6 | -10 | 0 | -2 | -1
O=C(c1ccncc1)N1N=C(C2CC2)CC1(O)C(F)(F)F (centres undefined) | -1 | -39 | 6 | -8 | -5 | -2 | 2 | 4 | x
CC(C)=C1SC(N2CCCCC2)=NC1=O | -1 | -4[20 µM] | 2 | 4 | 2 | 22 | 1 | 1 | 6
COc1cc2c(cc1OC)C(COc1ccccc1OC)N(C(=O)C(C)C)CC2 (centres undefined) | -2 | -27 | -3 | -8 | -2 | 8 | -1 | 0 | -4
Cc1onc(C(=O)Nc2sc3c(c2C#N)CCCC3)c1[N+](=O)[O-] | 1 | -7 | 2 | -8 | -15 | -11 | 43 | 25 | 3
CCOc1ccc(Oc2c(/C=N/NC(=O)C3CC3)c(C)nn2-c2ccccc2)cc1 | -1 | -5 | -4 | 5 | -8 | 15 | -2 | -6 | -11
Cc1ccc(/C=N/Nc2nncc(-c3ccccc3)n2)o1 | 7 | -13 | -2 | -19 | -30 | 8 | -1 | -2 | -8
Cc1snc(SCC(=O)c2ccc([N+](=O)[O-])cc2)c1C#N | 6 | -23 | -14 | -20 | -2 | -54 | 21 | 60* | -1
CCCCn1c(N)c(N(CCOC)C(=O)CSc2nc3ccc(C)cc3[nH]2)c(=O)[nH]c1=O | 0 | -19 | -3 | -9 | -7 | -35 | -2 | 3 | -6
CCOc1cc2[nH]c(=O)n(CCCC(=O)NCc3ccco3)c(=O)c2cc1OCC | 0 | -20 | -7 | -10 | -2 | -96 | -2 | 0 | -3
COc1ccccc1N1CCN(C(=O)CCCn2nc(C)c([N+](=O)[O-])c2C)CC1 | 3 | -18 | 0 | 0 | -7 | 20 | 0 | 2 | 7
O=C(CSc1nnc(-c2n[nH]c3ccccc23)n1-c1ccccc1)Nc1ccccc1Cl | 3 | -24 | -14 | -14 | 1 | -1 | -1 | -3 | -14
c1ccc(CNc2nc3ccccc3n2CCN2CCOCC2)nc1 | -2 | -23 | 1 | 7 | -3 | -34 | 0 | -4 | -7
O=C(O)c1ccccc1OC(=O)C12CC3CC(CC(C3)C1)C2 | 4 | -20 | -10 | -3 | -1 | -21 | 0 | 3 | -7
O=C1C=C(c2ccccc2)OC(=O)C1C(=O)c1ccccc1 (centres undefined) | 4&3 | 4 | -11&-8 | 1&-15 | -44&-14 | -3&-20 | 2&0 | 1&-2 | 1&1
COc1ccccc1CNC(=O)C(=O)NCC1OCCN1C(=O)c1ccc(Cl)cc1 (centres undefined) | 0 | -19 | -4 | -7 | -5 | -22 | -2 | 1 | -7
COc1ccccc1C1N(c2ccc(Cl)cc2)C(=O)C2CCCN21 (centres undefined) | -11 | -5 | -13 | -20 | -7 | 5 | 1 | 0 | -27
COc1ccc(-c2c(O)c(C#N)c(-c3ccccc3)n(-c3ccc(OC)cc3)c2=O)cc1 | 2 | -14 | -1 | 4 | -13 | -21 | -12 | -49 | -8

Compounds listed so far that have an NH in an aromatic ring, in the order listed:
SMILES | p97 inhibitor | Furin inh | RBBP9 inhibitor | EBV gp42 inh | Tb hexokinase | m-calpain inh | Runt-CBFb FRET | Runt-SMMHC FRET | NCF1 inh
Cc1ccc(OCCNC(=O)c2cc(=O)[nH]c3ccccc23)cc1 | 8 | -31 | -3 | -23 | -3 | -56 | 1 | -5 | -22
COc1ccc(-c2[nH]ncc2CN2CCN(Cc3cccs3)CC2)cc1F | 4 | -31 | -1 | -9 | 1 | -42 | 3 | 2 | 8
CCCCn1c(N)c(N(CCOC)C(=O)CSc2nc3ccc(C)cc3[nH]2)c(=O)[nH]c1=O | 0 | -19 | -3 | -9 | -7 | -35 | -2 | 3 | -6
CCOc1cc2[nH]c(=O)n(CCCC(=O)NCc3ccco3)c(=O)c2cc1OCC | 0 | -20 | -7 | -10 | -2 | -96 | -2 | 0 | -3
O=C(CSc1nnc(-c2n[nH]c3ccccc23)n1-c1ccccc1)Nc1ccccc1Cl | 3 | -24 | -14 | -14 | 1 | -1 | -1 | -3 | -14

Other compounds follow:
SMILES | p97 inhibitor | Furin inh | RBBP9 inhibitor | EBV gp42 inh | Tb hexokinase | m-calpain inh | Runt-CBFb FRET | Runt-SMMHC FRET | NCF1 inh
O=C1c2ccccc2NC2CCCCC12 (centres undefined) | 3 | -30 | -4 | -6 | -11 | 0 | -1 | 2 | 5
Cc1ccc(C)c(C(=O)NC2CC(C)(C)NC(C)(C)C2)c1 | 6 | 21[20 µM] | -2 | -19 | 7 | -9 | 0 | -6 | -13
CC1(c2ccccc2)NC(=O)N(CC#N)C1=O (centres undefined) | -2 | -11 | 2 | -6 | 5 | 18 | 0 | -3 | -1
NC(=O)CNC(=O)[C@@H]1CC2(CC(c3ccccc3)=NO2)CN1C(=O)c1ccc(Br)cc1 (some centres undefined) | -3 | 1[20 µM] | -10 | -27 | 6 | -25 | -1 | -2 | -20
FC(F)(F)c1cc(C(F)(F)F)c2ccc(N/N=C/c3ccccc3)nc2n1 | -6 | -1 | 7 | -24 | -16 | -9 | -5 | -182 | -21
Clc1cccc(C[n+]2cc(-c3ccccc3)n3c2CCC3)c1 | 1 | 7 | -3 | -19 | 4 | -2 | -1 | -3 | -3
N#C/C(=C(/O)CSc1ncn[nH]1)c1nc2ccccc2[nH]1 | 9 | -9 | -7 | 29 | -28 | -114 | 25 | 49 | -25
CCCn1c(SCC(=O)Nc2cc(Cl)ccc2OC)n[nH]c1=O | -4 | -15[20 µM] | -4 | -5 | -12 | 25 | 4 | -2 | -12
O=C(N/N=C/c1ccc(OCc2cnc(Cl)s2)cc1)c1ccncc1 | -3 | 4 | -10 | -1 | -13 | 25 | 0 | 0 | -6
Cc1ccc(-c2nnn(CC(=O)N(c3cccc(F)c3)C(C(=O)NC3CCCC3)c3ccco3)n2)o1 (centres undefined) | 2 | -16 | -8 | -6 | -3 | 22 | -1 | 0 | -2
O=C(C1CCN(S(=O)(=O)c2cccc3cccnc23)CC1)N1CC=C(c2ccccc2)CC1 | x | -18 | x | 2 | -11 | -82 | 2 | -3 | -37
N#Cc1c(N)n(-c2ccccc2)c(=O)c2cc([N+](=O)[O-])ccc12 | 3 | -17 | -1 | 0 | -7 | -5 | -24 | -35 | -3
CC1CCN(C(=O)c2cccc(S(=O)(=O)N3CCCCC3)c2)CC1 | 3 | -22 | -8 | -3 | -5 | 6 | 0 | 4 | 5
COc1ccc(Cl)cc1Nc1nc(-c2sc(NC(=O)C(C)(C)C)nc2C)cs1 | 7 | -17[20 µM] | 0 | -10 | -15 | -41 | 5 | 7 | -27
O=C(CCc1ccc(S(=O)(=O)N2CCOCC2)cc1)Nc1ccc2ccccc2c1 | 3 | -14[20 µM] | -2 | -23 | -1 | -23 | -2 | 0 | -61
O=C(CC1C(=O)NCCN1C/C=C/c1ccccc1)NCCc1ccncc1 (centres undefined) | 1 | -20 | -3 | -1 | 3 | -6 | 2 | -1 | -7
COc1cccc(Oc2nnnn2-c2ccccc2)c1 | 0 | -24 | -6 | -16 | 4 | 21 | 2 | 2 | -8
CCSC1=C(C#N)C(c2ccccc2OC)CC(=O)N1 (centres undefined) | -5 | -3 | 3 | 4 | -3 | -3 | 2 | 4 | 1
CCOC(=O)COc1ccc(S(=O)(=O)NCc2ccncc2)cc1 | 4 | -16[20 µM] | 10 | -11 | 5 | -18 | 0 | 4 | -6
COc1ccccc1N1C(=O)CC1(C#N)c1ccc(OCc2ccccc2)cc1 (centres undefined) | -1 | -6 | -6 | -13 | 8 | 18 | -2 | 3 | -15
CC(=O)c1cccc(NC2c3ncccc3C(=O)N2Cc2ccco2)c1 (centres undefined) | 0 | -23 | 5 | -5 | -2 | -72 | 3 | 3 | -14
CCOC(=O)C1CCN(S(=O)(=O)c2ccc3c(c2)CCCN3C(C)=O)CC1 | x | x | x | -15 | x | 3 | 0 | 15 | -7
Cn1c(=O)[nH]c(=O)c2c1nc(Br)n2CCSc1nnnn1-c1ccccc1 | 1 | -28 | -5 | -7 | -1 | 18 | x | 3 | -8
O=C(O)C1CCCCC1C(=O)NCc1ccc(Cl)c(Cl)c1 (centres undefined) | 2 | -22 | -2 | -16 | -10 | -11 | 0 | -2 | 3
Cc1ccsc1-c1nc(CSCC(=O)NCc2ccc3c(c2)OCO3)c(C)o1 | 2 | -24 | -1 | -11 | 1 | -8 | 3 | 0 | -18
Cc1ccc2nc(NCCO)nc(-c3ccccc3)c2c1 | 0 | -6 | -10 | 2 | 1 | i | 32 | 42 | -8
Cc1ccc(C(=O)Nc2ccnc(-c3ccncc3)n2)cc1 | 3 | -27 | -2 | -1 | 4 | 3 | -2 | -2 | -9
COCCOC(=O)C1=C(C)Nc2nc(C)nn2C1c1ccccc1 (centres undefined) | -6 | 5 | 1 | 4 | 7 | -18 | -2 | 2 | -2
CCn1cnc2c1c(=O)n(CC(=O)Nc1ccc3c(c1)OC(F)(F)O3)c(=O)n2Cc1ccccc1 | 0 | -23[20 µM] | -9 | -16 | -9 | 47 | -3 | 0 | -7
Cc1cccc(NC(=S)NC2CCCC2)n1 | -3 | -12 | -1 | 2 | 5 | 41 | 24 | 48 | 9
CCC(=O)Nc1ccc(S(=O)(=O)Nc2cc(C)on2)cc1 | 5 | -12[20 µM] | 6 | -4 | 1 | -48 | 2 | -4 | -13
BrC(=C\c1ccccc1)/C=N/N1CCN(Cc2ccccc2)CC1 | -6 | -9[20 µM] | -3 | 10 | -13 | 10 | 1 | 2 | -8
CCC(=O)Nc1ccc(-n2nnnc2SCC(=O)NNC(=O)c2ccco2)cc1 | 4 | -27 | -1 | -11 | -10 | -8 | 3 | 0 | -14
COC(=O)NCc1ccc(S(=O)(=O)N2CCOCC2)cc1 | 1 | -11[20 µM] | -9 | 3 | -2 | -21 | 2 | -1 | -13
CC(C)C1Cc2c(sc(NC(=S)NC(=O)c3ccccc3)c2C#N)CO1 (centres undefined) | 5 | -8 | -5 | 3 | -17 | -11 | 37 | 12 | -34
COc1ccc(C(=O)OCc2nc(N)nc(Nc3ccccc3C)n2)cc1OC | 2 | -15 | 4 | -13 | -9 | 4 | 0 | 1 | x
